MKP-1 inh: human dual specificity phosphatase 1 inhibition; P28562; recombinant MKP-1, OMFP hydrolysis fluorescence; inhibition, %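 (compounds tested at a single concentration somewhere between 10 and 100 µM)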; actives 0.15% (n = 65,000);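 active = inhibition above about 50%, limit read from the data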;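 also: 0% = DMSO max control wells and 100% = wells with enzyme stopped by NaOH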
Target sequence (P28562 whole entry, looked up): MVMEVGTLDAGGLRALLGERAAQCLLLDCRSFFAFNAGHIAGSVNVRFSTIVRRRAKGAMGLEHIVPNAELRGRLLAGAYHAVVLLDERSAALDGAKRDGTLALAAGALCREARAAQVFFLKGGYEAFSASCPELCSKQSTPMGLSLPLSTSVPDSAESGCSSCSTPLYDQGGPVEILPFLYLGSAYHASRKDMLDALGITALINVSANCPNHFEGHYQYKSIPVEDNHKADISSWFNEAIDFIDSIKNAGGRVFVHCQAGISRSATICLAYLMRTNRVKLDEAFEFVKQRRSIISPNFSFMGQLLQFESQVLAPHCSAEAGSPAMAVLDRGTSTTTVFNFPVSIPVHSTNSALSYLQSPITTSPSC
Hsp90 inh: displaces geldanamycin probe from tumor Hsp90. P07900. NCI-N417 lysate Hsp90, Cy3B-geldanamycin FP displacement. inhibition, % at 30 µM. actives 0.35% (n = 64,000). AID 429;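 active = inhibition above 50%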;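 also: 0% = tracer plus lysate wells and 100% = tracer alone without lysate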
Cdc25B inh: human M-phase inducer phosphatase 2 inhibition; recombinant Cdc25B, OMFP fluorescence Ex485/Em525; AID 368; P30305; inhibition, %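 (compounds tested at 10 µM final in the well)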; actives 0.1% (n = 65,000); in the data active = inhibition above about 50%
HTR1A agonist: agonists of human 5-HT1a serotonin receptor | actives 0.56% (n = 65,000) | CHO 5-HT1a Ga15 NFAT-bla reporter, FRET ratio; 0% basal, 100% maximal reference agonist | P08908 | activation, % at 10 µM;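 active = activation above the screen-wide mean activation plus 3 SD, cut at about 19% in these data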;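 also: 0% = DMSO wells and 100% = 5-CT at EC100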
The depositor's hits bear a star; x = no result given.

Abbreviations: A = MKP-1 inh; B = Hsp90 inh; C = Cdc25B inh; D = HTR1A agonist
> Cc1[nH]c2ccc(O)cc2c1CCN
  A = x	B = 7	C = x	D = x

> CNCCc1c[nH]c2ccc(O)cc12
  A = x	B = 3	C = x	D = x

> CC(C)(O)[C@@H]1[C@H]2OC(=O)[C@@H]1[C@]1(O)C[C@H]3O[C@]34C(=O)O[C@H]2[C@]14C (tested in a mixture with another compound)
  A = x	B = 0	C = x	D = x

> CCCN(CCC)[C@@H]1CCc2ccc(O)cc2C1
  A = x	B = 1	C = x	D = x

> C[N+]1(C)CCOC(O)(c2ccc(-c3ccc(C4(O)C[N+](C)(C)CCO4)cc3)cc2)C1 (stereo not drawn)
  A = x	B = 2	C = x	D = x

> NNCc1cccc(O)c1
  A = x	B = 0	C = x	D = x

> CNC(=O)OCC[N+](C)(C)C
  A = x	B = -5	C = x	D = x

> C=C(C)[C@H]1Cc2c(ccc3c2O[C@@H]2COc4cc(OC)c(OC)cc4[C@@H]2C3=O)O1
  A = x	B = 2	C = x	D = x

> Cc1c(C(=O)c2cccc3ccccc23)c2cccc3c2n1[C@H](CN1CCOCC1)CO3
  A = x	B = 1	C = x	D = x

> N[C@H](CCCCCP(=O)(O)O)C(=O)O
  A = x	B = -2	C = x	D = x

> Fc1ccc(C(OCCN2CCN(CCCc3ccccc3)CC2)c2ccc(F)cc2)cc1
  A = x	B = 0	C = x	D = x

> C[C@@H]1O[C@H](C[N+](C)(C)C)CS1
  A = x	B = 0	C = x	D = x

> COC(=O)C1=CCCN(C)C1
  A = x	B = 0	C = x	D = x

> CN1CCC23CCCC[C@H]2C1Cc1ccc(O)cc13 (stereo partly drawn)
  A = x	B = -4	C = x	D = x

> CC(C)(C)c1o[nH]c(=O)c1CC(N)C(=O)O (stereo not drawn)
  A = x	B = 4	C = x	D = x

> Nc1ncnc2c1ncn2[C@@H]1O[C@H](COP(=O)(O)CP(=O)(O)OP(=O)(O)O)[C@H](O)C1O (stereo partly drawn)
  A = x	B = 1	C = x	D = x

> NCCc1c[nH]c2ccc(O)cc12
  A = x	B = 4	C = x	D = x

> c1ccc(CCCN2CCN(CCOC(c3ccccc3)c3ccccc3)CC2)cc1
  A = x	B = 1	C = x	D = x

> C[N+](C)(C)CC#CCN1CCCC1=O
  A = x	B = 3	C = x	D = x

> NC1CC1c1ccccc1 (stereo not drawn)
  A = x	B = 0	C = x	D = x

7 compounds picked at random from those above:
Abbreviations: A = MKP-1 inh; B = Hsp90 inh; C = Cdc25B inh; D = HTR1A agonist
> c1ccc(CCCN2CCN(CCOC(c3ccccc3)c3ccccc3)CC2)cc1
  A = x	B = 1	C = x	D = x

> C[N+](C)(C)CC#CCN1CCCC1=O
  A = x	B = 3	C = x	D = x

> NCCc1c[nH]c2ccc(O)cc12
  A = x	B = 4	C = x	D = x

> CC(C)(C)c1o[nH]c(=O)c1CC(N)C(=O)O (stereo not drawn)
  A = x	B = 4	C = x	D = x

> Fc1ccc(C(OCCN2CCN(CCCc3ccccc3)CC2)c2ccc(F)cc2)cc1
  A = x	B = 0	C = x	D = x

> Nc1ncnc2c1ncn2[C@@H]1O[C@H](COP(=O)(O)CP(=O)(O)OP(=O)(O)O)[C@H](O)C1O (stereo partly drawn)
  A = x	B = 1	C = x	D = x

> COC(=O)C1=CCCN(C)C1
  A = x	B = 0	C = x	D = x

(next part)
molecule,MKP-1 inh,Hsp90 inh,Cdc25B inh,HTR1A agonist
C[C@H](Cc1ccc2c(c1)OC(C(=O)O)(C(=O)O)O2)NC[C@H](O)c1cccc(Cl)c1,x,-2,x,x
Cc1ccc(S(=O)(=O)N[C@@H](CCCCN)C(=O)CCl)cc1,x,2,x,x
C[C@@H]1O[C@H](C[N+](C)(C)C)C[C@H]1O,x,-3,x,x
COc1ccc2c(c[n+](C)c3c4cc5c(cc4ccc23)OCO5)c1OC,x,14,x,x
CCCN(CCC)C(=O)Cc1c(-c2ccc(Cl)cc2)nc2c(Cl)cc(Cl)cn12,x,1,x,x
C=CCN1CC[C@]23c4c5ccc(O)c4O[C@H]2/C(=N/NC(=O)c2ccccc2)CC[C@@]3(O)[C@H]1C5,x,2,x,x
CCCN1CCc2cccc3c2[C@H]1Cc1ccc(O)c(O)c1-3,x,18,x,x
O=C(O)Cc1cnc[nH]1,x,1,x,x
Cc1ncc(CNC(=O)N(CCCl)N=O)c(N)n1,x,2,x,x
CC(Cc1ccc(O)cc1)NCC(O)c1cc(O)cc(O)c1 (stereo not drawn),x,-2,x,x
CCCN1CCC[C@@H]2Cc3nc(N)ncc3C[C@H]21,x,1,x,x
COc1cc(CC(C)N)c(OC)cc1I (stereo not drawn),x,0,x,x
CCN(CCCl)Cc1ccccc1Br,x,-2,x,x
CS(=N)(=O)CC[C@H](N)C(=O)O (stereo partly drawn),x,-6,x,x
COC(=O)N1CCN(C(=O)Cc2ccc(Cl)c(Cl)c2)C(CN2CCCC2)C1 (stereo not drawn),x,-2,x,x
C[N+](C)(C)CC#CCOC(=O)Nc1cccc(Cl)c1,x,-3,x,x
CN(N=O)c1cc(O)ccc1O,x,99*,x,x
NC(Cc1cc(O)c(O)cc1O)C(=O)O (stereo not drawn),x,94*,x,x
CC(=O)NBr,x,0,x,x
C#CCN[C@H](C)Cc1ccccc1,x,-1,x,x
O=[N+]([O-])c1cc(O)c(O)c([N+](=O)[O-])c1,x,-2,x,x
CN1CCN(c2ccc3ccccc3n2)CC1,x,1,x,x
COc1ccccc1N1CCNCC1,x,0,x,x
O=C(NC1(C(F)(F)F)Oc2ccccc2O1)N1CCC2(CC1)OCCO2,x,x,x,-0.9
NCC(O)c1ccc(O)cc1 (stereo not drawn),11,-1,-11,x

4 compounds already listed, sorted by formula weight, ascending:
molecule,MKP-1 inh,Hsp90 inh,Cdc25B inh,HTR1A agonist
CC(=O)NBr,x,0,x,x
NCC(O)c1ccc(O)cc1 (stereo not drawn),11,-1,-11,x
C#CCN[C@H](C)Cc1ccccc1,x,-1,x,x
O=[N+]([O-])c1cc(O)c(O)c([N+](=O)[O-])c1,x,-2,x,x

These rows are one share of the data, so the mix of outcomes need not match the whole.
